High-throughput results (PubChem)
NOD2 RIPK2 PPI: blocks binding of human NOD2 to RIPK2. O43353. CHO BLA complementation NOD2-RIPK2, CCF4 ratio. inhibition, % at 4.98 µM. hit rate 0.38% among 360,000. AID 624267; in the data active = inhibition above about 21%;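 also: 0% = vehicle only and 100% = reference blocker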
NCOA2 inhibitor: human SRC2 (NCOA2) inhibition | HEK293 GAL4-SRC2 luciferase reporter, luminescence | inhibition, % at 9 µM | hit rate 0.17% among 370,000 | AID 651957;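 active = inhibition above the mean inhibition of all tested compounds plus 3 SD, set per campaign, cut at about 52% in these data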;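 also: 0% = DMSO treated cells and 100% = cells given Gossypol at 36 µM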
SRC1 inh: human NCOA1 inhibition | Q15788 | HEK293 GAL4-SRC1 luciferase reporter, luminescence | inhibition, % at 3.6 µM | hit rate 0.12% among 360,000 | AID 588354;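 active = inhibition above the campaign mean plus 3 SD, with each screening campaign given its own cutoff, cut at about 60% in these data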;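 also: 0% = DMSO treated cells and 100% = gossypol at 36 µM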
EBV LMP1 NFkB: inhibitors of Epstein-Barr LMP1-induced NF-kappaB reporter. hit rate 0.69% among 350,000. inhibition, % at 12.5 µM. LMP1-induced NF-kappaB luciferase reporter cells, luminescence. AID 504558; in the data active = inhibition above about 41%;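 also: 0% = neutral control wells and 100% = reference inhibitor control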
SRC3 inh: inhibitors of human steroid receptor coactivator 3 (SRC3); AID 588352; inhibition, % at 3.6 µM; HEK293 GAL4-SRC3 luciferase reporter, luminescence; hit rate 0.17% among 360,000; Q9Y6Q9;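 active = inhibition above a per-campaign cutoff, the mean of all compounds plus 3 SD, cut at about 60% in these data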;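 also: 0% = DMSO-treated cells and 100% = gossypol-treated cells at 36 µM; higher means less SRC3-driven luciferase light from the GAL4 reporter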
C8 TRAIL sens: sensitizes caspase-8 expressing cells to TRAIL; AID 624354; NB7+C8 cells + TRAIL, ATPlite viability luminescence; hit rate 1% among 360,000; inhibition (viability loss, TRAIL sensitization), % at 10 µM;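 active = compounds causing at least 50% loss of cell viability in the single-dose screen, relative to plate controls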
NR5A2 inv ag: inverse agonists of human LRH-1 (NR5A2) | AID 602396 | hit rate 0.13% among 360,000 | HEK293T StAR-luciferase reporter, LRH-1 transfected, 24 h | O00482 | inhibition, % at 3.6 µM;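 active = inhibition above the mean inhibition of all tested compounds plus 3 SD, cut at about 73% in these data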;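 also: 0% = DMSO wells and 100% = reporter-only cells lacking LRH-1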
Target sequence (O00482 whole entry, looked up): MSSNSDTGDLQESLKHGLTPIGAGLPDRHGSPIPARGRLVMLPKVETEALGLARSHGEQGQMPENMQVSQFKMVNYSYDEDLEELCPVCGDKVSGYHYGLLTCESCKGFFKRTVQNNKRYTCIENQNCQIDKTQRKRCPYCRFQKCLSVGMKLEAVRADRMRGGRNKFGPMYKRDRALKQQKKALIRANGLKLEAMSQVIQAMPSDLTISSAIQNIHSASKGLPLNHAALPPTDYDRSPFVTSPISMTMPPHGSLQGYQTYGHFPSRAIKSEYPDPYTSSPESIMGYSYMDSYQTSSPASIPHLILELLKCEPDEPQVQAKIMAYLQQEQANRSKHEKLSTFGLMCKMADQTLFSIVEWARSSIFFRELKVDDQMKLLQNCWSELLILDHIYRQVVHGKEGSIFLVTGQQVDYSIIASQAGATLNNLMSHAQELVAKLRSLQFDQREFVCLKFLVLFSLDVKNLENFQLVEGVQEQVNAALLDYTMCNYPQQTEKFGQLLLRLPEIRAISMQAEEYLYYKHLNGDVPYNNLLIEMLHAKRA
TWEAK-Fn14 inh: TWEAK-Fn14 signaling inhibition. inhibition, % at 10 µM. hit rate 2% among 360,000. TWEAK-stimulated Fn14 reporter cells, luciferase luminescence, 8 h. AID 1159606; in the data active = inhibition above about 50%
TROY signal inh: inhibitors of TROY-dependent NF-kB signaling; inhibition, % at 10 µM; Q293 LMP1-TROYcd NF-kB luciferase reporter, 4 h; hit rate 0.98% among 360,000;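 active = compounds whose plate-normalised and pattern-corrected inhibition of the luciferase reporter signal at the single screening dose is 50% or more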
NR2F2 inh: blocks human COUP-TFII nuclear receptor. AID 686940. inhibition, % at 8.6 µM. hit rate 0.7% among 370,000. P24468. HEK293T NGFI-A luciferase reporter, luminescence;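 active = inhibition above a per-plate cutoff, mean inhibition of test wells between control levels plus 3 SD, cut at about 38% in these data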;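 also: cells cotransfected with COUP-TFII expression vector driving the NGFI-A reporter; 0% = median of COUP-TF2 test wells and 100% = reporter-only cells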
Target sequence (P24468 whole entry, looked up): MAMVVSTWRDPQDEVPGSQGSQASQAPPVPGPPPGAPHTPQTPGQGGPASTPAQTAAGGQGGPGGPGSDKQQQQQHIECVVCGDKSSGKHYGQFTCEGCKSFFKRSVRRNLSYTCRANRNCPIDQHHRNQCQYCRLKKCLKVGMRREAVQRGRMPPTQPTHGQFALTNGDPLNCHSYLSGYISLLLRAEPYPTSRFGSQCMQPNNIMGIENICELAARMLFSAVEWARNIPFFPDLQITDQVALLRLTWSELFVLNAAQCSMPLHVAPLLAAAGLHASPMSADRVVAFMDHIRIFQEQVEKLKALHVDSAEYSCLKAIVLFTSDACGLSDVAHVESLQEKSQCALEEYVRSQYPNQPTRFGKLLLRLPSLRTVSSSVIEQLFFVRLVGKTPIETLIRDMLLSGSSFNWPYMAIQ
TLR9-MyD88 inh: blocks human TLR9 binding to MyD88; Q9NR96+Q99836; hit rate 0.21% among 340,000; AID 504734; inhibition, % at 4.98 µM; CHO BLA complementation TLR9-MyD88, CCF4 FRET ratio;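 active = inhibition above the mean over all tested compounds plus 3 SD, cut at about 21% in these data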;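 also: 0% = DMSO only wells and 100% = clavulanate BLA inhibitor control wells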
Numbers without * were called inactive; x = not tested or not shown.

SMILES	NOD2 RIPK2 PPI	NCOA2 inhibitor	SRC1 inh	EBV LMP1 NFkB	SRC3 inh	C8 TRAIL sens	NR5A2 inv ag	TWEAK-Fn14 inh	TROY signal inh	NR2F2 inh	TLR9-MyD88 inh
Cc1ccc(NC(=O)COC(=O)c2ccco2)cc1S(=O)(=O)N1CCCCC1	-13	-22	-7	-6	3	-2	-3	-7	6	8	4
O=C(CCn1nc(-c2ccccc2)ccc1=O)NCCCN1CCCCCC1	-3	-23	7	-1	25	-5	5	-3	-6	1	-9
CC1=C(C(=O)Nc2cc(C)ccc2C)C(c2cccs2)NC(=S)N1 (stereo not drawn)	-12	14	3	-2	7	-10	10	-11	-1	1	9
Cc1ccc(S(=O)(=O)N2CCCC2)cc1S(=O)(=O)N1CCCC1	0	2	-3	-2	-22	11	-18	-13	9	-9	-6
CCOC(=O)c1cccc(NC(=O)CS(=O)(=O)Cc2nc(-c3cccc(OC)c3)oc2C)c1	-4	13	-1	-2	-4	-4	-10	17	6	-7	-9
O=C(COc1ccc(S(=O)(=O)NC2CCCCC2)cc1)NC1CCCC1	7	-25	7	3	10	-3	11	6	-12	0	-12
O=C(NNC(=O)c1csc(-c2cccnc2)n1)Nc1ccc(Cl)cc1	-9	-9	10	-5	4	-2	2	-17	-17	24	-8
COCc1ccc(CN2CCC(n3nccc3NC(=O)c3ccc4c(c3)OCO4)CC2)o1	4	-71	14	9	2	2	5	-7	0	-2	-3
CCOC(=O)c1ccc(NCc2cccnc2)cc1	7	-34	-72	-8	-20	4	-33	-4	-16	-25	-2
CCCC[C@@]1(C2CCCC2)Cc2cc(OCC(=O)O)c(Cl)c(Cl)c2C1=O	-16	-31	-9	1	-16	4	-12	26	7	-1	2
Cc1ccccc1NC1=NC(=S)N(CC(N)=O)C12CCOC(C)(C)C2 (stereo not drawn)	-6	-29	-4	1	-10	-2	-8	-9	2	3	-8
Cc1ccc(C)c(-n2cc(CN3CCN(C(=O)c4ncn[nH]4)CC3)c(-c3ccccc3)n2)c1	8	-17	8	-5	5	-2	20	0	7	20	-2
CN(C)C(CNc1ncnc2sccc12)c1ccccc1 (stereo not drawn)	-4	-4	11	-3	3	-6	-4	-6	-39	-36	2
COc1ccccc1/C=N/NC(=O)c1sc(C)nc1C	-8	15	6	1	7	-4	18	20	1	18	10
Cn1c(N)c(C(=O)COC(=O)Cc2ccc(Br)cc2)c(=O)n(C)c1=O	3	2	2	7	-6	-25	-2	12	0	13	-7
COc1ccc(NC(=O)CCn2c(=S)[nH]c3ccccc3c2=O)cc1OC	-3	-18	10	3	-9	-8	-8	-7	4	-4	2
CCOc1nc(N2CCOCC2)nc(C)c1[N+](=O)[O-]	-14	3	3	-4	8	0	-18	-13	-1	-11	0
O=S(=O)(c1ccccc1Br)N(Cc1ccccc1)CC(O)COCc1ccccc1 (stereo not drawn)	-4	-1	-32	1	-3	-1	-14	29	13	8	1
CCN(CC(=O)Nc1c(F)cccc1F)C(=O)c1nc2nccc(C)n2n1	4	13	-10	0	8	-4	0	-4	5	22	-10
Cc1ccc(OCCNC(=O)/C=C/c2ccc([N+](=O)[O-])cc2)cc1C	-8	-11	-2	-8	3	-16	-24	9	10	-2	5
CC1=C2C(=O)OC(c3ccoc3)C2(C)CCC1 (stereo not drawn)	-5	11	-8	-2	13	0	7	-7	-3	-8	-8
Cc1ccc2c(c1)C(=O)CCCCC(=O)N2	-11	20	-14	-7	-10	-5	4	12	-11	21	4
CCOC(=O)C1=C(O)C(=O)N(Cc2ccccc2)CC1	-11	-7	-25	7	17	-4	-3	-5	2	18	-3
Cc1ccnc(SCC(=O)Nc2sccc2C#N)n1	2	-3	-9	5	-19	-3	-3	-5	-4	-2	-5

Some of these compounds in order of their number in SRC1 inh, high to low.
SMILES,NOD2 RIPK2 PPI,NCOA2 inhibitor,SRC1 inh,EBV LMP1 NFkB,SRC3 inh,NR5A2 inv ag,TWEAK-Fn14 inh,NR2F2 inh,TLR9-MyD88 inh
CC1=C2C(=O)OC(c3ccoc3)C2(C)CCC1 (stereo not drawn),-5,11,-8,-2,13,7,-7,-8,-8
Cc1ccc2c(c1)C(=O)CCCCC(=O)N2,-11,20,-14,-7,-10,4,12,21,4
CCOC(=O)C1=C(O)C(=O)N(Cc2ccccc2)CC1,-11,-7,-25,7,17,-3,-5,18,-3
O=S(=O)(c1ccccc1Br)N(Cc1ccccc1)CC(O)COCc1ccccc1 (stereo not drawn),-4,-1,-32,1,-3,-14,29,8,1

(listing goes on)
SMILES	NOD2 RIPK2 PPI	NCOA2 inhibitor	SRC1 inh	EBV LMP1 NFkB	SRC3 inh	C8 TRAIL sens	NR5A2 inv ag	TWEAK-Fn14 inh	TROY signal inh	NR2F2 inh	TLR9-MyD88 inh
O=C(NCC1CCCO1)C1CCN(C2CCN(C3CCCCCC3)CC2)CC1 (stereo not drawn)	-5	-7	-6	1	6	1	-2	0	-9	-12	-9
CCOC(=O)C1=C(CN2CCN(C(=O)c3ccco3)CC2)NC(=O)NC1c1ccccc1 (stereo not drawn)	-1	x	-27	1	4	18	2	1	-2	x	-18
CCOC(=O)C1CCN(C(=O)CCc2ccc(S(=O)(=O)NC(C)C)cc2)CC1	11	-10	17	6	-11	-3	6	1	4	-4	-4
CSc1ccc(Cl)c(C(=O)OCC(=O)N2CCNC2=O)c1	2	8	-2	-2	-4	-8	9	7	-3	2	-2
Cc1ncc(CC(=O)n2cc(C(=O)c3cc(F)ccc3O)cn2)s1	0	-18	-35	-11	-15	-5	-107	13	-14	-21	2
CN(CC1CCCN(CCc2ccc(Cl)cc2)C1)C(=O)C(=O)c1ccco1 (stereo not drawn)	-1	7	-5	-1	26	-3	-1	4	4	23	6
CCC1CCC(N2CCN(c3ccc([N+](=O)[O-])cc3)CC2)CC1 (stereo not drawn)	-7	3	-7	-9	-11	-5	-13	-1	-15	21	8
Cc1ccn(CC(=O)O)c(=O)c1	7	-1	-4	-9	8	-30	-16	9	9	9	4
CSCCC(N=C1NS(=O)(=O)c2ccccc21)C(=O)N1CCCC(C(N)=O)C1 (stereo not drawn)	10	-15	-6	8	-21	-4	-11	12	-6	9	0
Cc1ccc(-c2nc3ncccc3o2)cc1NC(=O)c1ccccc1	-1	20	-1	0	11	-1	5	2	2	17	2
CC(=O)c1ccccc1NS(=O)(=O)c1c(C)nn(-c2ccccc2)c1C	-9	12	5	6	20	4	4	5	9	5	5
CC(C)(C)c1ccc(S(=O)(=O)NCc2ccc(C(=O)N3CCCC3)cc2)cc1	-7	-32	3	-4	0	-6	-17	9	8	3	1
Cc1ccc(S(=O)(=O)NCC(=O)N2CCN(S(=O)(=O)c3ccc(Cl)cc3)CC2)cc1C	3	9	-8	26	2	12	-1	-4	22	-8	-1
CCCCCn1c(SCC(=O)c2ccccc2)nc2cc(C(=O)NCc3ccco3)ccc2c1=O	-9	-26	-9	-3	0	10	1	12	-16	13	-9
COc1ccc(Cl)cc1S(=O)(=O)N1CCCC(C(=O)NCc2ccccn2)C1 (stereo not drawn)	3	-30	-1	1	3	-14	9	-6	4	-3	2
Cc1ccc(-c2ccc(C3=CC(=O)CC(C)(C)C3=O)cc2)cc1	5	-74	-60	-64	-92	12	-45	-19	-21	-9	-1
COc1ccc(C(CNC(=O)C(C)(C)Oc2ccc(Cl)cc2)N2CCCC2)cc1 (stereo not drawn)	-2	12	-17	3	9	-17	-1	-7	-13	10	3
Cn1c(N)c(C(=O)COC(=O)c2ccc(F)cc2Cl)c(=O)n(C)c1=O	2	-5	-9	1	0	6	7	7	-2	-7	5
COc1ccccc1NC(=O)CCNS(=O)(=O)c1ccc2c(c1)CC(C)N2C(=O)C1CC1 (stereo not drawn)	-10	8	-2	-2	18	-6	7	12	-5	-5	4
C=CCOC(=O)C1=C(C)OC(N)=C(C#N)C1c1ccco1 (stereo not drawn)	-14	-1	1	-5	15	1	-8	14	-22	-5	4
O=C(CSc1nc2c(c(C(F)(F)F)n1)CCc1ccccc1-2)NCc1ccc(F)cc1	-17	3	-3	0	-42	0	3	13	12	16	9
COc1ccc(-c2cc(-c3nc4ccccn4c3NCc3ccccc3)ccc2OC)cc1	29*	91*	15	15	64*	78*	91*	-9	-22	101*	-5
CN(C(=O)COC(=O)c1n[nH]c2ccccc12)c1ccccc1	2	-30	-28	-25	-2	3	-11	-13	-37	-8	13
Cn1nnnc1SCc1csc(Nc2ccccc2)n1	1	-57	-79	-8	-41	-9	-101	4	-11	-19	-1
O=C(CSC1=NCCN1)Nc1ccccc1[N+](=O)[O-]	1	5	-7	-26	6	17	-1	18	6	16	-9
Cc1c(-c2cc(C(=O)O)no2)cnn1C	-3	-7	0	6	11	1	16	9	6	7	2
CCCCNC(=O)c1sc2nc(C)cc(COC)c2c1-n1cccc1	-1	16	6	4	-1	4	9	-10	2	-11	5
CCn1c(=O)cc(OCC(=O)N2CCN(c3ccc(F)cc3)CC2)c2ccccc21	7	9	0	13	-6	6	28	-2	-3	-3	2
CCN1/C(=C/c2ccc3ccccc3[n+]2CCCS(=O)(=O)[O-])C=Cc2cc(C)ccc21	5	-14	3	13	-15	11	1	-8	19	-2	1
COC(=O)CCCNS(=O)(=O)c1ccc2ccccc2c1	6	-15	-3	-6	11	-8	14	-6	14	-16	3
CC(=O)c1ccccc1NC(=O)CSc1n[nH]c(=O)n1C1CC1	-6	1	-6	3	-22	-19	2	5	-18	12	-11
Cc1ccc(NCc2nc3ccccc3n2C)cc1C	7	-24	-79	-31	-105	18	-100	11	-25	-32	-2
Cc1cccc(C)c1NC(=O)CN1C(=O)C2CC=CCC2C1=O (stereo not drawn)	-6	-2	-7	7	10	0	2	8	-19	-29	-9
COc1ccc(C(=O)Nc2ccc3c(c2)Cc2ccccc2-3)cc1	5	-20	13	-2	0	-20	-1	-17	-5	1	1
CC(C)NCC#CCOc1ccc(Cl)cc1	-10	-9	4	4	10	0	4	-8	0	0	-1
COc1ccc(CCNC(=O)COc2ccc(S(=O)(=O)NC3CCCCC3)cc2Cl)cc1	-4	-2	5	5	-6	-2	-2	4	39	20	0
CC(C)OC(=O)c1cc2ccccc2[nH]1	-10	11	-15	-13	-47	-11	-23	-14	-81	10	-10
C/C(=N\NC(N)=S)c1cc(-c2ccccc2)c(-c2ccccc2)s1	11	-9	-45	-8	6	-6	18	8	18	11	9
O=C(Nc1ccon1)c1cccc(C(F)(F)F)c1	0	7	7	2	9	5	8	-3	-11	-10	-6
Cc1cc(C)cc(NC(=O)Cc2ccc(-n3cccc3)cc2)c1	3	4	-2	-6	-2	2	-8	-9	7	3	-8
CCCC(=O)Nc1ccc(S(=O)(=O)Nc2nccs2)cc1	5	-29	4	4	-1	20	-1	1	11	2	-8
N/C(=N\OC(=O)Oc1ccccc1)c1ccc(Br)cc1	-2	-17	3	2	-10	-7	3	-5	0	-15	-9
COc1ccc(/C(O)=C2/C(=O)C(=O)N(CCN(C)C)C2c2ccc(F)cc2)cc1Cl (stereo not drawn)	-2	-11	-5	1	-6	-1	3	-8	-6	-30	-3
O=C(Nc1cccc(C(F)(F)F)c1)c1csc([C@@H]2O[C@H](CO)[C@@H](O)[C@H]2O)n1	-10	7	7	x	2	-6	28	19	-2	-20	x

Some of the compounds tested; count on the stated rates, not on these rows.
